HepG2 viability: counter-screen for TGF-b inhibitors: cytotoxicity in HepG2 cells | Potency, µM (titrated, usually from 46.1 µM), inactives show top-dose activity change, negative = cytotoxicity, hits mostly cytotoxic | HepG2 CAGA-GFP viability, ATP luminescence, 18 h | 410,000 tested, 0.76% active; also: potency is read from the fitted curve at half-maximal effect; some results filed as inactive show a strong effect at the top dose
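HepG2 CAGA-GFP cells (1000/well, DMEM with 1% FBS) received compound, then TGF-beta at 500 pg/mL final, and were incubated 18 hours at 37 degrees C. Viability was read by CellTiter-Glo luminescence. Media-only wells were set as complete cell-killing and DMSO as no toxicity.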
Nrf2 activator: activators of Nrf2 (ARE) signaling | 410,000 tested, 0.31% active | AREc32 ARE-luciferase reporter (MCF7-derived line), luminescence, 24 h | Potency, µM (titrated, usually from 46.1 µM), inactives show at the top dose activation, hits mostly activators | AID 624171; also: potency is read from the fitted curve at half-maximal effect; % of control where 0% means no effect; nearly all actives have a fitted effect of over 65% in size
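Nrf2 activation is followed as ARE-luciferase induction in the AREc32 line after one day of compound treatment; luminescence is read with Steady-Glo.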
CCT chaperon mod: modulators of cytosolic chaperonin (CCT/TRiC) activity; purified chaperonin ATPase assay, HTRF ADP detection, 30 min; activity change, % (test concentration not listed), hits read low; 360,000 tested, 0.3% active; AID 651819; in the data active = activity change below about -30%; also: % is scaled to controls: 0 for no effect and ±100 for the full control effect
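Enzyme 40 or 20 nM (batch-dependent) in Tris pH 7.4/KCl/MgCl2/DTT; cpd 76 uM single point; ATP 10 uM; 30 min 37 °C; Transcreener ADP HTRF detection, 30 min RT; ratio 665/615.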
Nrf2 block: inhibitors of Nrf2 signaling. A549 ARE-Fluc reporter, luciferase luminescence, 18-24 h. Potency, µM (series often up to 46 µM), for the others: at the top dose activity change, negative = inhibition, most hits filed as inhibitors. 360,000 tested, 2.1% active; also: potency is read from the fitted curve at half-maximal effect; % is scaled to controls: 0 for no effect and ±100 for the full control effect; nearly all actives have a fitted effect of over 60% in size
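Reporter: ARE-Fluc in A549. Exposure: 18-24 h, 37 °C, 5% CO2, 5% FBS OPTI-MEM. Readouts: fluorescent cytotoxicity (CellTiter-Fluor), then luminescent Nrf2 signal after BugLite.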
A549 tox: kills or reduces viability of A549 cells in Nrf2 counter-screen. A549 ARE-Fluc cells, CellTiter-Fluor viability, 18-24 h. Potency, µM (top dose mostly 46 µM), inactives show top-dose activity change, negative = cytotoxicity, actives largely listed as inhibitors. 390,000 tested, 0.16% active. AID 504648; also: potency is read from the fitted curve at half-maximal effect; % is scaled to controls: 0 for no effect and ±100 for the full control effect
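A549 ARE_Fluc cells in 5% FBS OPTI-MEM were exposed to compounds in concentration-response for 18-24 h at 37 deg C. Viability was read by CellTiter-Fluor fluorescence (Ex 405/Em 525) after 30 min, before the luciferase read.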
MmCpn inh: inhibitors of Methanococcus maripaludis chaperonin (MmCpn); purified Mm-Cpn ATPase, ADP Transcreener TR-FRET; Potency, µM (titrated, usually from 76.9 µM), for inactives: top-dose activity, negative = inhibition, usual class: inhibitors; 330,000 tested, 0.031% active; AID 504842; also: potency is read from the fitted curve at half-maximal effect; % is scaled to controls: 0 for no effect and ±100 for the full control effect; nearly all actives have a fitted effect of over 80% in size
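Measured: ADP formation by purified Mm-CPN. Conditions: 25 nM protein, 10 uM ATP, Tris pH 7.4 with Mg2+, K+ and DTT, 37°C for 30 min. Detection: Transcreener HTRF after 30 min at room temperature.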
TGFb inhibitor: inhibitors of TGF-b signaling. Potency, µM (titrated, usually from 46.1 µM), for the others: at the top dose activity, negative = inhibition, actives largely listed as inhibitors. HepG2 CAGA-GFP TGF-b/SMAD3 reporter, GFP fluorescence, 18 h; TGF-beta stimulated, 500 pg/mL final. 410,000 tested, 1.2% active; also: potency is read from the fitted curve at half-maximal effect; % is scaled to controls: 0 for no effect and ±100 for the full control effect; nearly all actives have a fitted effect of over 65% in size
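HEPG2 CAGA-GFP cells (1000/well, DMEM with 1% FBS) were pre-incubated 2 h at 37 degrees C, given compound by pin tool, then stimulated with TGF-beta at 500 pg/mL final for 18 h before per-cell GFP fluorescence imaging.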
S2 tox: cell viability loss in ATXN counter-screen; S2 cells (HEK-293 line with an ATXN2-luciferase reporter) viability, CellTiter-Fluor protease fluorescence, 24 h; Potency, µM (top dose mostly 56.7 µM), usual class: cytotoxic; 400,000 tested, 0.49% active; AID 651635; also: potency is read from the fitted curve at half-maximal effect; nearly all actives have a fitted effect of over 40% in size
Akt phos inh: Akt phosphorylation inhibition; Neuro2A IGF-stimulated pAkt S473 HTRF, 20 min; stronger effect = lower value; activity change, % for hits at 50 µM; 360,000 tested, 0.32% active; AID 651550; in the data active = activity change below about -80%; inconclusive = mostly about -51% to -80%; also: % is scaled to controls: 0 for no effect and ±100 for the full control effect
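Single-point screen (50 µM final compound) in Neuro2A cells stimulated 20 min with 6 nM IGF at 37 deg C. After lysis, Ser473-phosphorylated Akt read by HTRF (ex 330 nm, em 615/665 nm) as the 665/615 ratio.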
Numbers without * were called inactive; i = inactive; ? = inconclusive; . = no result given; & = joins results of further samples; ! = repeats disagree; [ ] = remark or other dose. Unless noted, calls follow the shape of the dose curve; as a rule, active = well fitted curve in the direction sought with a large enough effect; inconclusive = small, poorly fitted or top-dose-only effect, or another doubt; inactive = no such curve, though single readings can be large; an effect the other way counts as inactive or inconclusive.

Molecule,S2 tox,TGFb inhibitor,CCT chaperon mod,HepG2 viability,A549 tox,MmCpn inh,Akt phos inh,Nrf2 block,Nrf2 activator
CCOC(=O)C1=C(C)Nc2nc(C)nn2C1c1cc(OC)ccc1OC (stereo unspecified),i,5%,0.2,1%,-4%,2%,i,-8%,-0.3%
Cc1ccc(S(=O)(=O)Nc2nc(CN3CCOCC3)nc3sc(C)c(C)c23)cc1,i,-1%,0.9,1%,1%,-5%,i,14%,0.3%
Cc1ccc(Cn2c(Cc3ccccc3)nc3ccccc32)cc1,?,?,1.1,16µM*!,11%&6%,-1%,i,?,5.2%&2.2%
Cn1c(CNc2nc(-c3ccccc3)cs2)nnc1SCC(=O)OC1CCCCC1,i,5%,-1.6,-34%,-2%,-4%,i,1%,2.0%
NC(=O)c1ccc(NC(=O)CN2C(=O)NC3(CCCCCCC3)C2=O)cc1,i,-6%,-0.5,11%,4%,0%,i,15%,-0.5%
O=C(Nc1ccccc1F)C1COc2ccccc2O1 (stereo unspecified),i,0%,0.0,7%,19%,0%,i,?,0.2%
CN(C(=O)COC(=O)CCC(=O)c1ccc(F)cc1)C1CCCCC1,i,-6%,-0.1,-5%,9%,2%,i,-10%,0.0%
CCCCn1nnnc1NCc1cc(Cl)c(OC)c(OC)c1,i,?,-4.1,1%,9%,2%,i,-8%,2.9%
CC(=O)NC(C)(c1ccccc1)c1nc(-c2csc3ccccc23)cs1 (stereo unspecified),i,-1%,1.5,-11%,.,.,i,.,0.2%
Cc1noc2ncnc(NCc3ccc(Cl)cc3)c12,i,-24%,.,-44%,0%,.,.,?,2.8%
CC1(C(=O)Nc2ccc3ccccc3c2)CCC(=O)N1CC(F)(F)F (stereo unspecified),i,-31%,0.5,-13%,.,.,i,.,-0.1%
Cc1cc(C(=O)OCC(=O)Nc2cccc(S(=O)(=O)N3CCOCC3)c2)c(C)o1,?,-7%,2.7,7%,4%,0%,i,?,2.5%
Cc1cc(NC(=O)CSc2nnc(-c3ccc(Cl)s3)o2)no1,?,?,3.2,-22%,-2%,-1%,i,?,9.8%
C#CCOCCOCCOCCNc1nc(N2CCN(C(=O)CCCCCCCCCCNC(=O)Cn3cc(C[C@@H](C)O)nn3)CC2)nc(N2CCN(C(=O)CCCCCCCCCCNC(=O)[C@@H](CCC(=O)O)n3cc(CCCCCN)nn3)CC2)n1,i,-5%,-1.4,-3%,-2%,0%,i,2%,7.5%
Cn1c(=O)c2c(nc(Oc3ccccc3N)n2C)n(C)c1=O,?,5%,-0.9,0%,-3%,0%,i,7%,19%

Individual results from the results shown.
A549 tox result of `NC(=O)c1ccc(NC(=O)CN2C(=O)NC3(CCCCCCC3)C2=O)cc1` reads 4%
Nrf2 block result of `Cc1ccc(S(=O)(=O)Nc2nc(CN3CCOCC3)nc3sc(C)c(C)c23)cc1` reads 14%

(list continues)
Molecule,S2 tox,TGFb inhibitor,CCT chaperon mod,HepG2 viability,A549 tox,MmCpn inh,Akt phos inh,Nrf2 block,Nrf2 activator
CCN(CC)C(=O)Cn1cc(SCC(=O)Nc2ccccc2F)c2ccccc21,i,-54%,.,-15%,5%,.,.,22%,0.3%
COc1ccc(CC(NC(C)=O)C(=O)NC2CCN(C(=O)C3CCCCC3)CC2)c(OC)c1 (stereo unspecified),i,31%[activator],-0.6,-10%,-17%,3%,i,-17%,0.1%
O=C(CSc1nc2ccccc2s1)N1CCN(C(=O)c2ccco2)CC1,i,-17%,-0.4,14%,-8%,-6%,i,-8%,14%
Cc1ccc(C(=O)Nc2ccc3c(c2)OCO3)cc1S(=O)(=O)N1CCCC1,i,-5%,-3.0,-1%,-4%,-1%,i,?,3.9%
CCOc1ccccc1CNC(=O)CCc1cn(Cc2ccc(Cl)cc2)c2ccccc12,.,-28%,.,-41%,0%,.,.,?,2.5%
O=C(Nc1ccc(Br)cc1)c1cnc[nH]1,i,6%,-3.2,0%,-8%,-1%,i,?,2.6%
C#CCN1C(C)=C(C(=O)OC)C(c2cccc([N+](=O)[O-])c2)C(C(=O)OCC)=C1C (stereo unspecified),?,-14%,-1.9,-26%,-19%,-3%,i,?,14%
COc1ccc(C(=O)N2CCN(S(=O)(=O)c3ccc(Cl)cc3)CC2)cc1S(=O)(=O)N1CCOCC1,i,1%,1.0,0%,-2%,.,i,-28%,-0.8%
COc1cc(C(=O)NCc2nnc(SCC(=O)N3CCCCCC3)o2)cc(OC)c1OC,i,0%,0.9,-4%,-1%,1%,i,-5%,-0.1%
CCOc1ccc2nc(N3CCC(C(=O)NC4CCCCC4)CC3)sc2c1,i,-19%,0.8,-18%,-4%,0%,.,-27%,2.6%
CC(=O)c1sc(NC(=O)c2ccc3c(c2)OCO3)nc1C,i,0%,-2.4,-18%,0%,?,i,15%,-0.2%
Cn1c(=O)[nH]c(=O)c2c1nc1n2CCCS1,i,7%,0.5,4%,0%,-2%,i,18%,0.0%
O=C(COC(=O)CCOc1ccccc1)NCCC1=CCCCC1,i,24%,-1.6,1%,0%,0%,i,2%,0.2%
COCCn1c(=O)c2c(nc3n2CC(C)CN3Cc2ccccc2)n(C)c1=O (stereo unspecified),i,-1%,0.1,-30%,-1%,-1%,i,5%,-0.5%
Cc1nc(N2CCCC2)ncc1C(=O)NCc1ccc(F)cc1,?,1%,.,-4%,5%,.,.,.,-0.9%

Remaining list, next part:
Molecule,S2 tox,TGFb inhibitor,CCT chaperon mod,HepG2 viability,A549 tox,MmCpn inh,Akt phos inh,Nrf2 block,Nrf2 activator
Cc1onc(-c2ccccc2Cl)c1C(=O)Nc1sc2c(c1C(N)=O)CCC(C)C2 (stereo unspecified),i,?,-0.4,1%,9%,0%,i,?,2.1%
CC1CCN(c2c(NCC3CCC(C(=O)NCc4ccc(F)cc4)CC3)c(=O)c2=O)CC1 (stereo unspecified),i,-2%,-2.4,-1%,-3%,0%,i,-22%,-0.1%
COc1ccc(Cl)cc1NC(=O)CN(C)C(=O)c1ccc2n[nH]nc2c1,i,17%,3.1,30%,-2%,-1%,i,-30%,-0.9%
COCCN1C(=O)CCC1(C)c1nnnn1-c1c(C)cccc1C (stereo unspecified),i,.,-2.7,.,.,.,i,.,0.1%
Cc1ccc(C)c(NC(=O)CN(C)C(=O)c2cc3ccccc3oc2=O)c1,i,-9%,0.2,-2%,-1%,-1%,i,16%,0.7%
CCC(c1nnnn1-c1ccc2c(c1)OCCO2)N1CCN(c2ccc(OC)cc2)CC1 (stereo unspecified),i,.,0.7,.,.,.,i,.,2.8%
COc1ccc(C(=O)c2sc(Nc3ccccc3)nc2C)cc1,.,-1%,0.5,-25%,-6%,-8%,i,-3%,5.1%
Cc1ccc(Oc2nc3c(c(=O)n(Cc4ccccc4F)c(=O)n3C)n2C)cc1,i,-4%,0.0,-4%,-4%,0%,i,-8%,-0.1%
O=C(CSc1nc(-c2cccs2)cc(C(F)(F)F)n1)NCCCN1CCOCC1,i,5%,1.6,-2%,-2%,-4%,i,1%,0.2%
CC(=O)Nc1cccc(C(=O)N2CCC(n3nccc3NC(=O)CC(C)C)CC2)c1,i,0%,-0.9,-50%,-2%,-13%,i,6%,0.0%
O=C(CN1C(=O)S/C(=C\c2ccc(F)cc2)C1=O)Nc1cccc(S(=O)(=O)NCc2ccco2)c1,i,3%,-1.0,-17%,-14%,0%,i,7%,16%
CCc1oc(C(=O)OC)cc1CSC(=N)N,i,0%,0.4,16µM*,-21%,1%,i,11%,-0.6%
CCc1nnc(NS(=O)(=O)c2ccc(NC(=O)/C=C/C(=O)O)cc2)s1,i,-6%,0.2,-5%,-3%,?,i,?,-0.9%
COc1ccc(CNc2ncnc3c2nc2n3CCCC2)cc1,.,-4%,.,-10%,5%,.,.,?,2.4%
CC(NC(=O)c1cc([N+](=O)[O-])cc([N+](=O)[O-])c1)c1ccc(-n2ccnc2)cc1 (stereo unspecified),i,7%,-2.4,-7%,-7%,0%,i,-15%,0.3%

Other results:
Molecule,S2 tox,TGFb inhibitor,CCT chaperon mod,HepG2 viability,A549 tox,MmCpn inh,Akt phos inh,Nrf2 block,Nrf2 activator
Cc1ccc(C)c(NC(=O)Cn2c(=O)n(CCC(=O)NCc3ccc4c(c3)OCO4)c(=O)c3ccccc32)c1,i,2%,.,-14%,1%,.,.,16%,-0.5%
C[C@H](CO)N1C[C@H](C)[C@H](CN(C)C(=O)c2ccccc2)OCc2ccccc2-c2c(n(C)c3ccccc23)C1=O,.,1%,-1.3,-24%,.,.,i,.,-1.5%
C=CC1=C(C(=O)O)N2C(=O)[C@@H](NC(=O)/C(=N/OCC(=O)O)c3csc(N)n3)[C@H]2SC1,i,22%,-2.0,5%,-10%,.,i,3%,0.5%
CCCCCCCCCCCCN1[C@@H](CC(C)=O)c2cc(C(F)(F)F)ccc2S1(=O)=O,i,?,-1.0,-3%,-2%,.,i,10%,0.2%
CC1(C)SC2c3ccccc3C(=O)N2[C@@H]1C(=O)NC1CCCC1 (stereo partly specified),i,-2%,-3.2,-9%,-8%,-3%,i,-12%,-0.8%
Cc1ccc(-c2cc(-c3ccccc3Cl)[nH]n2)c(O)c1,i,?,-11,-41%,-4%,1%,.,?,?
Cc1nnsc1C(=O)NC(=O)Nc1ccc(F)c(Cl)c1,i,1%,0.3,1%,0%,1%,i,-3%,5.0%
O=C(OCC(=O)N1CCCc2ccccc21)c1ccccc1NCCO,i,0%,0.4,-1%,-6%,-7%,i,12%,-0.5%
N/C(=N\OS(=O)(=O)c1ccccc1)c1ccccn1,i,?,-5.6,10%,-3%,2%,i,15%,0.1%
CCOc1ccccc1C(=O)NCC(=O)NCCSc1ccc(Br)cc1,?,-18%,1.7,-12%,2%,.,i,-18%,2.2%
